Assay outcomes (PubChem BioAssay)
NPY-Y2 PAM-ag: NPY-Y2 potentiators or agonists, primary screen, cell-based; Neuropeptide Y receptor type 2 (Homo sapiens), P49146; cells expressing NPY-Y2, potentiator/agonist read-out; activation, % at 3.6 µM; AID 1359, 2008; 220,000 compounds, 0.45% hits; in the data active = activation above about 27%;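 also: cells stimulated with NPY near EC25 plus isoproterenol at EC100; 0% = vehicle plus submaximal agonist and 100% = vehicle plus saturating agonist; some results beyond the cut were filed as inactive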
PERK inhibitor: block of dimerizer-induced PERK translation repression, primary screen, PERK inhibitor project, CHO PERK-DD cells, SEAP luminescence, HTS; Eukaryotic translation initiation factor 2-alpha kinase 3 (Homo sapiens), Q9NZJ5; CHO PERK-DD fusion, SEAP luminescence translation reporter; inhibition, % at 5.6 µM; 220,000 compounds, 0.17% hits;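 active = inhibition above the mean inhibition of all tested compounds plus 3 SD, set separately per screening campaign, cut at about 2.9% in these data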;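 also: PERK kinase domain activated by AP20187 dimerizer at 100 nM; 0% = DMSO with dimerizer and 100% = rapamycin at 8.4 µM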
S1P4 ag: S1P4 receptor agonists, primary screen, cell-based. Sphingosine 1-phosphate receptor 4 (Homo sapiens), O95977. S1P4-expressing cell line, agonist reporter assay. activation, % at 4.98 µM. 220,000 compounds, 0.35% hits. AID 1509, 2009; in the data active = activation above about 11%;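 also: 0% = DMSO vehicle and 100% = reference agonist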
Target sequence (O95977 whole entry, looked up): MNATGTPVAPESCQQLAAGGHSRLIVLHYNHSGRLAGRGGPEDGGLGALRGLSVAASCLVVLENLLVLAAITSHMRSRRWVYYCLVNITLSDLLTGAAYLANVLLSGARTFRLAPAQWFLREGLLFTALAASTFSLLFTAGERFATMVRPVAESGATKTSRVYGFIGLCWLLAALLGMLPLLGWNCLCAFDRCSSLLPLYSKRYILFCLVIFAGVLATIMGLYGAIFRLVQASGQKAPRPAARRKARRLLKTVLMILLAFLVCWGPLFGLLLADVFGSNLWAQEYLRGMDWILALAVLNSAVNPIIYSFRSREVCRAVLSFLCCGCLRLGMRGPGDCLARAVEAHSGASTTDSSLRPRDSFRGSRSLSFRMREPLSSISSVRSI
eIF4E-4G inh: eIF4E–eIF4G protein interaction inhibitors, primary screen, biochemical, uHTS, TR-FRET, eIF4GI fragment; inhibition, % at 21.7 µM; TR-FRET eIF4E-eIF4GI(517-606) binding, 2 h; AID 782, 2007; 220,000 compounds, 0.37% hits;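 active = inhibition above about 30%, limit read from the data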;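 also: 0% = full FRET control wells and 100% = background wells lacking eIF4GI fragment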
BaF3 tox: parental Ba/F3 cell viability inhibition, counter-screen for JAK2V617F inhibitor project, murine pro-B, CellTiter-Glo luminescence; CellTiter-Glo ATP luminescence; inhibition, % at 5.6 µM; 220,000 compounds, 1.1% hits; AID 1486, 2009;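 active = inhibition above a per-campaign cutoff, the mean inhibition of all tested compounds plus 3 SD, cut at about 27% in these data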;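 also: 0% = DMSO wells and 100% = JAK Inhibitor I control wells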
Wee1 degr inh: Wee1 degradation inhibitors, primary screen, cell-based, HeLa, Wee1K328M-luciferase, luminescence | Wee1-like protein kinase (Homo sapiens), P30291 | HeLa Luc-Wee1K328M stability; 100% = proteasome inhibitor MG132 effect | reporter increase, % at 5 µM | 220,000 compounds, 1.2% hits | AID 1321, 2008;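 active = activation above the mean of all tested compounds plus 3 SD, set per screening run, cut at about 8.8% in these data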;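 also: cells exposed to compound for 20 h before luminescence read; 0% = DMSO alone and 100% = MG132 at 30 µM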
S1P4 antagonist: S1P4 receptor antagonists, primary screen, cell-based; S1P4-expressing cells, antagonist mode, reporter read-out; inhibition, % at 4.98 µM; 220,000 compounds, 0.26% hits; in the data active = inhibition above about 29%;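 also: 0% = wells stimulated with agonist and 100% = vehicle wells without agonist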
MDM2 E3 inh: MDM2-luciferase reporter signal enhancers, primary screen, MDM2 E3 ligase inhibitor project, cell-based, luminescence, 1536-well; E3 ubiquitin-protein ligase Mdm2 (Homo sapiens), Q00987; cell-based MDM2 ubiquitination luciferase reporter, 2 h; 0 = plate control, 100 = twice control, blank-subtracted; signal enhancement, % at 5 µM; 210,000 compounds, 0.11% hits;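 active = signal enhancement of 30% or more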;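 also: luminescence tracks abundance of the self-degrading MDM2-luciferase fusion protein; higher signal means inhibition of MDM2 E3 ligase activity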
Target sequence (Q00987 whole entry, looked up, the tested form may be a part): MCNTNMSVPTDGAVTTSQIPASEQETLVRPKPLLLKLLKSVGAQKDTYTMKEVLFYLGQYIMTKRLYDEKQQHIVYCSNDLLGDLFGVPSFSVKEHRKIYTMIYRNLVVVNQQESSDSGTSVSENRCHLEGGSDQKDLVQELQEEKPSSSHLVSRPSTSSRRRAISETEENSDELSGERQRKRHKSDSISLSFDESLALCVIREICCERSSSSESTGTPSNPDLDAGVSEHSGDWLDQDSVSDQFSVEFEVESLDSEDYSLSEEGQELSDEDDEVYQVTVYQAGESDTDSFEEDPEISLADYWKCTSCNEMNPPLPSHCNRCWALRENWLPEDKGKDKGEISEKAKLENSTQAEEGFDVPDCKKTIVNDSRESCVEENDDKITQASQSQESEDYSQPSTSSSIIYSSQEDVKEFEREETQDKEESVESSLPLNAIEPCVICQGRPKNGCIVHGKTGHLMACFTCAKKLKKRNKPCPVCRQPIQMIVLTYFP
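system = mammalian cells stably expressing self-ubiquitinating, self-degrading MDM2 E3–luciferase fusion | quantity = 2000 cells per well seeded | incubation = 4 h cell settling then 2 h compound exposure, 37 °C | signal = SteadyLite luminescence, 15 min reagent step | benchmarks = plate control and blank wells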
Ba/F3 V617F tox: reduced viability of JAK2V617F-dependent Ba/F3 cells, primary screen, JAK2V617F inhibitor project, cell-based, Ba/F3 EpoR-JAK2V617F, luminescence; ATP luminescence; inhibition, % at 5.6 µM; 220,000 compounds, 1.1% hits;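 active = inhibition above the campaign mean plus 3 SD over all tested compounds, cut at about 24% in these data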;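 also: cytokine-independent growth of Ba/F3 cells driven by EpoR plus mutant JAK2; 0% = DMSO-treated cells and 100% = JAK inhibitor I control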
Numbers without * were called inactive; x = no result given; [ ] = remark or other dose.

Values run as follows: Wee1 degr inh | S1P4 ag | BaF3 tox | Ba/F3 V617F tox | S1P4 antagonist | NPY-Y2 PAM-ag | MDM2 E3 inh | PERK inhibitor | eIF4E-4G inh
1	O=C1c2ccsc2SCCN1Cc1ccccc1Cl
    -3 | -1.0 | 0 | -4 | 0 | -2 | 2 | 0.4 | -5
2	Cn1c(Cc2ccc3c(c2)OCO3)nnc1SCC(=O)NC(C)(C)C
    -2 | -0.8 | -5 | -2 | -5 | -1 | -26 | 1.0 | 1
3	COc1ccc2c(c1)c(CC(=O)OCC(=O)O)c(C)n2C(=O)c1ccc(Cl)cc1
    0 | -1.9 | 14 | 7 | 12 | 2 | -1 | -0.1 | -1
4	O=C1[C@@H]2[C@H](C(=O)N1Cc1ccco1)[C@H]1C=C[C@@H]2C1
    -1 | 4.3 | 6 | 2 | 8 | -17 | -16 | -0.1 | -4
5	Cn1c(N2CCCCC2)nc2c1c(=O)n(Cc1cccc(Br)c1)c(=O)n2C
    -1 | 2.1 | 4 | -4 | 7 | -5 | -11 | 1.2 | -1
6	COc1ccc(OC)c(NC(=O)CCNC(=O)Cn2cnc3ccccc3c2=O)c1
    -1 | -0.8 | -3 | -3 | 4 | -9 | -15 | 1.7 | 3
7	N#Cc1c(-c2ccccc2)ccnc1N1CCOCC1
    2 | 0.2 | 10 | 2 | -4 | 10 | 5 | 0.8 | 1
8	Cc1ccccc1OCC(=O)OCC(=O)NCc1cccs1
    -2 | -0.3 | 6 | 3 | 1 | 3 | -9 | 0.1 | 5
9	C/C(=N\NC1=N[C@H]2CS(=O)(=O)C[C@H]2S1)c1ccccc1
    -2 | -1.1 | -3 | 3 | 13 | -2 | -3 | 3.3* | -8
10	Cc1cccc2nc3c(nc12)-c1ccccc1C3=O
    1 | -1.3 | -1 | 2 | -13 | 10 | x | 1.1 | -4
11	CCCC(=O)Nc1nnc(-c2cccc(OCC)c2)s1
    0 | -1.0 | 2 | 1 | 7 | -11 | -7 | 0.8 | -7
12	O=C(COC(=O)c1ccc([N+](=O)[O-])o1)Nc1cccc2ccccc12
    3 | -0.3 | 4 | 2 | -17 | -1 | 5 | 1.1 | 1
13	Cc1cc(Cl)ccc1OCCCC(=O)N1CCN(C(=O)c2ccco2)CC1
    -4 | -1.1 | 4 | -3 | -6 | 14 | -10 | -0.6 | -7
14	O=C(OCC(=O)c1ccc(Cl)s1)c1ccccn1
    3 | 0.6 | 4 | -1 | -13 | 11 | -3 | 2.0 | 0
15	O=C(CCCn1c(SCC(=O)NCC2CCCO2)nc2ccccc2c1=O)NCc1ccccc1 (stereo not drawn)
    0 | 0.3 | 4 | -1 | -20 | 4 | -18 | 0.8 | 4[fluorescence artefact?]
16	Cc1ccc(C(=O)NC(=S)NCc2cccnc2)c(C)c1
    -1 | 0.2 | 4 | 3 | 1 | 9 | -19 | 0.0 | 3
17	Cc1ccc(-c2nnc3ccc(SCC(=O)Nc4cc(C)on4)nn23)cc1
    -4 | 1.6 | 3 | 0 | -26 | 1 | x | -0.2 | 2
18	O=C(Nc1nc2ccccc2n1CCN1CCCCC1)C1CCCCC1
    -2 | 1.2 | -1 | -1 | -5 | -11 | -12 | -0.5 | 4
19	CC(C)(C)c1ccc(-c2ncccc2O)cc1
    0 | -0.4 | 0 | 1 | -6 | -3 | -2 | 0.4 | 3
20	COC(=O)C1C(c2ccc(OC)cc2)Nc2nnc(C(F)(F)F)n2C1(C)O (stereo not drawn)
    2 | 0.7 | 9 | 5 | 6 | 2 | -12 | 0.6 | 1

As entered above.
CCCC(=O)Nc1nnc(-c2cccc(OCC)c2)s1 | S1P4 ag: -1.0
Cc1ccc(-c2nnc3ccc(SCC(=O)Nc4cc(C)on4)nn23)cc1 | S1P4 ag: 1.6
COc1ccc(OC)c(NC(=O)CCNC(=O)Cn2cnc3ccccc3c2=O)c1 | S1P4 antagonist: 4
Cc1cc(Cl)ccc1OCCCC(=O)N1CCN(C(=O)c2ccco2)CC1 | Ba/F3 V617F tox: -3
C/C(=N\NC1=N[C@H]2CS(=O)(=O)C[C@H]2S1)c1ccccc1 | eIF4E-4G inh: -8

Later entries:
Values run as follows: Wee1 degr inh | S1P4 ag | BaF3 tox | Ba/F3 V617F tox | S1P4 antagonist | NPY-Y2 PAM-ag | MDM2 E3 inh | PERK inhibitor | eIF4E-4G inh
21	CC1CC(C)CN(c2cc3c(cc2[N+](=O)[O-])C(=O)N(c2ccccc2)C3=O)C1 (stereo not drawn)
    -1 | 1.7 | 3 | -3 | -18 | 5 | 6 | 0.3 | -5
22	CCc1nc(N)c(C#N)c(-c2ccccc2OC)c1C
    -3 | 0.9 | 2 | 1 | -24 | 4 | -8 | -0.4 | 15
23	O=C(CSc1ccc(-c2ccncc2)nn1)N1CCN(c2ccccc2)CC1
    -2 | 2.1 | 8 | 0 | -23 | 0 | -12 | 1.9 | 0
24	CC1CCC(NS(=O)(=O)c2ccc3c(c2)n(C)c(=O)c(=O)n3C)CC1 (stereo not drawn)
    0 | 1.5 | 3 | 4 | -3 | 9 | -10 | -0.4 | -4[fluorescence artefact?]
25	CCc1ccc(CNCc2ccc(F)cc2)cc1
    0 | -0.2 | 4 | 2 | -25 | -8 | -1 | -1.2 | 0
26	Cc1nn(C)cc1/C=N\NC(=O)c1ccc2c(c1)c(C)c(C)n2Cc1ccccc1
    -1 | 3.6 | 3 | 3 | 11 | -25 | -4 | -1.8 | 3
27	Cc1ccc(S(=O)(=O)Nc2ccc(NC(=O)CN3CCCCC3)cc2)cc1
    -2 | 1.1 | 2 | 1 | -3 | -10 | -1 | -0.8 | -5
28	O=C(NCCc1ccccc1)c1cnc2sccn2c1=O
    7 | 0.0 | 3 | 3 | -5 | 5 | -14 | 0.2 | 9
29	COC(=O)c1c(-n2c(C)cc(C=O)c2C)sc2c1CCCC2
    0 | 12* | 8 | 6 | 2 | -9 | 11 | -0.6 | -4
30	Cc1nn(-c2ccccc2)c(Cl)c1C(=O)N(C)c1nc(-c2ccc(F)cc2)cs1
    -2 | 1.6 | 0 | -4 | -24 | -12 | -9 | 0.6 | -1
31	O=C(Oc1ccc(N(C(=O)c2ccncc2)S(=O)(=O)c2cccs2)cc1)c1ccncc1
    -2 | 0.1 | 3 | -3 | -9 | -8 | -7 | 1.5 | 2
32	Cc1ccc(S(=O)(=O)N2CCOCC2)cc1NC(=O)CSc1n[nH]c(N)n1
    -3 | 2.1 | 5 | 1 | -20 | 5 | 2 | 2.5 | -2
33	CC(=O)c1ccc(NS(=O)(=O)Cc2ccc(Cl)cc2)cc1
    2 | 0.2 | 5 | -1 | -3 | 8 | -11 | 1.0 | 5
34	CCCCCCC(C)n1[nH]c(=O)c2c(C)cc(=O)[nH]c21 (stereo not drawn)
    0 | 2.0 | 2 | 2 | -11 | -4 | -19 | 1.0 | -5
35	COc1cc2nc(C3CCC3)n(NC(=O)c3ccco3)c(=O)c2cc1OC
    -1 | 0.9 | 7 | -1 | -6 | 1 | 0 | 0.5 | 2
36	CCOC(=O)CCc1c(C)n(CC)c2cc(-c3ccccc3OC)nn2c1=O
    -4 | 0.5 | 1 | 0 | 3 | -1 | -8 | -0.6 | -2
37	COc1cccc(CN2CCCC(C(=O)N3CCCCC3)C2)c1OC (stereo not drawn)
    -3 | 8.4 | 7 | 0 | -8 | 4 | -16 | -0.2 | -3
38	CCOCCn1c(SC)nc2c1c(=O)[nH]c(=O)n2C
    2 | 0.1 | 6 | 0 | -9 | 8 | -5 | 2.4 | -11
39	CN1CCc2nc(SCc3ccc(C(C)(C)C)cc3)c(C#N)cc2C1
    -1 | -0.7 | 6 | -6 | -11 | 3 | -2 | 0.1 | -3[fluorescence artefact?]
40	Cn1cc(CCNC(=O)CC2C(=O)NCCN2CC(c2ccccc2)c2ccccc2)cn1 (stereo not drawn)
    -1 | 2.7 | -7 | 0 | 4 | 0 | -28 | -0.5 | -6

A different layout for 2 compounds above.
#28 O=C(NCCc1ccccc1)c1cnc2sccn2c1=O
  Wee1 degr inh: 7
  S1P4 ag: 0.0
  BaF3 tox: 3
  Ba/F3 V617F tox: 3
  S1P4 antagonist: -5
  NPY-Y2 PAM-ag: 5
  MDM2 E3 inh: -14
  PERK inhibitor: 0.2
  eIF4E-4G inh: 9

#22 CCc1nc(N)c(C#N)c(-c2ccccc2OC)c1C
  Wee1 degr inh: -3
  S1P4 ag: 0.9
  BaF3 tox: 2
  Ba/F3 V617F tox: 1
  S1P4 antagonist: -24
  NPY-Y2 PAM-ag: 4
  MDM2 E3 inh: -8
  PERK inhibitor: -0.4
  eIF4E-4G inh: 15

More records:
Values run as follows: Wee1 degr inh | S1P4 ag | BaF3 tox | Ba/F3 V617F tox | S1P4 antagonist | NPY-Y2 PAM-ag | MDM2 E3 inh | PERK inhibitor | eIF4E-4G inh
41	CCN1CCN(C(=S)Nc2ccc3nc4n(c(=O)c3c2)CCCCC4)CC1
    0 | 1.1 | 4 | -1 | -3 | 0 | -10 | 1.1 | 0
42	COc1ccc(NC(=O)C2C(=O)N(C)C3(C)CC2c2ccccc2O3)cc1 (stereo not drawn)
    5 | -1.1 | 4 | 1 | -10 | 4 | -10 | 1.4 | -2
43	CCCCc1cc2c(s1)CCCC/C2=N/O
    1 | 2.7 | 1 | 4 | 3 | 6 | -3 | 0.4 | -3[fluorescence artefact?]
44	N#Cc1cc(N)c(Nc2ccccc2)cc1C#N
    -4 | 0.0 | 37* | 15 | -3 | 7 | -2 | 0.7 | 5
45	CC1(C)CCCN(C(=O)N2c3ccccc3Sc3ccccc32)C1
    1 | -0.6 | 4 | -2 | -11 | -9 | -13 | 0.8 | -9
46	CCOc1ccc(CCn2c(-c3ccco3)nc3ccccc3c2=O)cc1OCC
    3 | 1.5 | 0 | -1 | -15 | 6 | -41 | -1.0 | 3
47	COC(=O)c1cccc(N2C(=O)C3CC=CCC3C2=O)c1 (stereo not drawn)
    1 | 0.9 | 1 | 1 | -15 | -11 | -7 | -1.1 | 5
48	O=C(Cn1ncc2c1-c1ccccc1OC2)Nc1nc2ccccc2s1
    3 | -0.5 | 3 | -3 | 10 | 3 | 0 | 1.5 | 2

3 entries out of the list, ordered by length of the SMILES, falling.
Values run as follows: Wee1 degr inh | S1P4 ag | BaF3 tox | Ba/F3 V617F tox | S1P4 antagonist | NPY-Y2 PAM-ag | MDM2 E3 inh | PERK inhibitor | eIF4E-4G inh
45	CC1(C)CCCN(C(=O)N2c3ccccc3Sc3ccccc32)C1
    1 | -0.6 | 4 | -2 | -11 | -9 | -13 | 0.8 | -9
44	N#Cc1cc(N)c(Nc2ccccc2)cc1C#N
    -4 | 0.0 | 37* | 15 | -3 | 7 | -2 | 0.7 | 5
43	CCCCc1cc2c(s1)CCCC/C2=N/O
    1 | 2.7 | 1 | 4 | 3 | 6 | -3 | 0.4 | -3[fluorescence artefact?]
